RXFP1 antagonist: qHTS Assay for Antagonists of the Relaxin Receptor RXFP1; activity change, negative = inhibition, % at 57.5 µM; AID 1259400, 2018; actives 0.59% (n = 350,000); HEK293-RXFP1, relaxin-stimulated cAMP HTRF, 30 min; stronger effect = lower value; Relaxin receptor 1 (Homo sapiens), Q9HBX9;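 active = activity change of -60% or lower, but not beyond a set lower limit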; also: % is scaled to controls: 0 for no effect and ±100 for the full control effect
D1 antag: Antagonist of Human D 1 Dopamine Receptor: qHTS | HEK293 TREx D1 cells, calcium flux, dopamine EC80; stronger effect = lower value | activity change, negative = inhibition, % at 10 µM | actives 3.2% (n = 360,000) | AID 504652, 2011; in the data active = activity change below about -30%; also: % is scaled to controls: 0 for no effect and ±100 for the full control effect
Target sequence (P21728 whole entry, looked up): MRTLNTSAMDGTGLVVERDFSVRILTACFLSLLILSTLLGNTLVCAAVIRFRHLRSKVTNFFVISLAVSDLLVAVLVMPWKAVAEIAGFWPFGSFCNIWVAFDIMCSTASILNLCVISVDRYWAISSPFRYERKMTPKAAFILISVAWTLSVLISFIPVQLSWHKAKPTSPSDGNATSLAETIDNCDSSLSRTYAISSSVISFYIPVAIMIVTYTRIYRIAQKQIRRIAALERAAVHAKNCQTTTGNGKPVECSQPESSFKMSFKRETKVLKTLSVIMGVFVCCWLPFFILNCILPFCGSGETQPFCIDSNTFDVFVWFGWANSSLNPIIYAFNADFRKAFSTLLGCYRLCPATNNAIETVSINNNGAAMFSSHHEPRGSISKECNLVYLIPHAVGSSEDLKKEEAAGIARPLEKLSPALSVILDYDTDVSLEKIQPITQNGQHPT
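Calcium flux readout: force-coupled, inducible Hek293 Trex D1 line, cells induced overnight at 30 C with tetracycline, dye-loaded 30–90 min at RT. Antagonism scored against EC80 dopamine challenge given 180 s after compound.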
TRHR enhancer: qHTS for Small Molecule Agonists and Allosteric Enhancers of Human TRH Receptor: Primary Screen for Enhancers. Thyrotropin-releasing hormone receptor (Homo sapiens), P34981. TRHR cells, fluo-8 calcium fluorescence, EC20 TRH enhancement. enhancement, % at 2 µM. actives 0.66% (n = 360,000). AID 493056, 2011; in the data active = enhancement above about 30%; also: 0% is about no effect
Target sequence (P34981 whole entry, looked up): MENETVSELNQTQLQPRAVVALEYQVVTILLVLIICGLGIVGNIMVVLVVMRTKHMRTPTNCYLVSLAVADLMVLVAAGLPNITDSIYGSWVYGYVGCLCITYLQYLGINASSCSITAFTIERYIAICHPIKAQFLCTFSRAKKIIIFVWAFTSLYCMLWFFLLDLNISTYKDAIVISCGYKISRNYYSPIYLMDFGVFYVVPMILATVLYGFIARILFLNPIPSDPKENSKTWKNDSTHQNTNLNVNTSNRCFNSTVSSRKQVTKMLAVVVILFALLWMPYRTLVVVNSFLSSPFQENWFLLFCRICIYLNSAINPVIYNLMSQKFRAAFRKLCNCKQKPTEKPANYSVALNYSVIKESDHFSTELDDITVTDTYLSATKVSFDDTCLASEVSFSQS
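Enhancer read-out: after compound pinning and an initial kinetic agonist-mode read, an EC20 of TRH (10 nM final) was injected and fluo-8 calcium signal (Ex 480/Em 530) followed at 1 s/cycle for 100 cycles in TRHR-expressing cells.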
D1 ag: Allosteric Agonists of the Human D1 Dopamine Receptor: qHTS; D(1A) dopamine receptor (Homo sapiens), P21728; HEK293 T-REx D1 cells, calcium flux, agonist mode; activation, % at 2 µM; actives 1% (n = 360,000); AID 504660, 2011; also: 0% is about no effect
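Inducible HEK293 T-REx D1 cells, force-coupled to calcium signalling, were plated at 4000 cells/well with tetracycline and held overnight at 30 C. After no-wash calcium dye loading, compound-evoked calcium rise over 180 s flagged agonists.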
D2 agonist: HTS Assay for Allosteric Agonists of the Human D2 Dopamine Receptor: Primary Screen for Agonists; D(2) dopamine receptor (Homo sapiens), P14416; HEK293 T-REx D2 cells, calcium flux agonist mode; activation, % at 2 µM; actives 0.53% (n = 340,000); AID 485358, 2010;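 active = activation over 3 SD above normal in the single-dose calcium agonist read, cut at about 30% in these data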; also: 0% is about no effect
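Calcium-flux readout, 1 cycle/sec over 180 s following compound pin transfer, in inducible HEK293 Trex D2 cells (force-coupled); dopamine controls included. Positive calcium responses during this window marked compounds as potential agonists.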
TRHR ag: qHTS for Small Molecule Agonists and Allosteric Enhancers of Human TRH Receptor: Primary Screen for Agonists | Thyrotropin-releasing hormone receptor (Homo sapiens), P34981 | activation, % at 2 µM | actives 0.18% (n = 360,000) | TRHR cells, calcium flux fluo-8, FDSS agonist mode | AID 493084, 2011; also: 0% is about no effect
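Agonist-mode FDSS calcium read (Ex 480/Em 530, 1 s cycles) in 1536-well TRHR cells with fluo-8 dye, after 10-cycle baseline and 23 nL compound addition; TRH at EC20 (10 nM final) added afterwards for the enhancer phase.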
D2 antagonist: HTS Assay for Allosteric Antagonists of the Human D2 Dopamine Receptor: Primary Screen for Antagonists; D(2) dopamine receptor (Homo sapiens), P14416; HEK293 TREx D2 cells, calcium flux, dopamine EC80; inhibition, % at 10 µM; actives 2% (n = 340,000); in the data active = inhibition above about 30%; also: 0% is about no effect
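Cells plated overnight at 30 C with tetracycline; no-wash calcium dye, 30–90 min RT; 10 s baseline; compound pinned; 180 s read; EC80 dopamine added; another 180 s read.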
D1 potentiator: Potentiators of Human D1 Dopamine Receptor: qHTS; HEK293 TREx D1 cells, calcium flux, dopamine EC20 potentiation; potentiation, % at 10 µM; actives 0.036% (n = 360,000); AID 504651, 2011; in the data active = potentiation above about 30%; also: 0% is about no effect
D2 PAM: HTS Assay for Positive Allosteric Modulators of the Human D2 Dopamine Receptor: Primary Screen for Potentiators; HEK293 T-REx D2, calcium flux, EC20 dopamine potentiation; actives 0.34% (n = 340,000); D(2) dopamine receptor (Homo sapiens), P14416; AID 485347, 2010; potentiation, % at 10 µM;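 active = potentiation over 3 SD above the plate norm, cut at about 30% in these data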; also: 0% is about no effect
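Tetracycline-induced Hek293 Trex D2 cells, force-coupled to calcium, loaded with no-wash calcium dye. Compound added with 180 s kinetic read for agonism, then EC20 dopamine and a further 180 s read for potentiation.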
Numbers without * were called inactive. Rule as the data show it, unless noted: active = activation above about 30%; inactive = the rest.

CCOC(=O)c1sc(NC(=O)CSc2nc(-c3ccco3)cc(C(F)(F)F)n2)c(C(=O)OC)c1C was read as RXFP1 antagonist -16.9, D1 antag -19.1, TRHR enhancer -0.5, D1 ag 0.2, D2 agonist 0.0, TRHR ag 0.0, D2 antagonist -10.4, D1 potentiator -0.3 and D2 PAM -1.0.
`O=C(Cc1ccc(Cl)cc1)Nc1cccc(S(=O)(=O)N2CCCCC2)c1` gave RXFP1 antagonist -9.7, D1 antag -6.5, TRHR enhancer -1.5, D1 ag 20.1, D2 agonist 0.6, TRHR ag 0.8, D2 antagonist -50.9 and D2 PAM -8.7.
Cc1noc(NS(=O)(=O)c2ccc(N/C=C\C(=O)c3ccc(Br)cc3)cc2)c1C was read as RXFP1 antagonist 1.8, D1 antag -27.8, TRHR enhancer 13.2, D1 ag 17.5, D2 agonist 0.1, TRHR ag 2.4, D2 antagonist 21.5, D1 potentiator -3.6 and D2 PAM 9.1.
For COc1ccc(NC(=O)CSc2c(C(C)C)cnc3c2c(=O)n(C)c(=O)n3C)c(OC)c1 the results were RXFP1 antagonist 1.8, D1 antag -4.2, TRHR enhancer 2.5, D1 ag -0.5, D2 agonist 0.4, TRHR ag 0.1, D1 potentiator -2.5 and D2 PAM 12.2.
`Cc1ccc(C)c(CN2CCC(CNC(=O)Nc3ccc(F)c(Cl)c3)CC2)c1` gave RXFP1 antagonist -33.1, D1 antag -8.5, TRHR enhancer -2.2, D1 ag 20.5, D2 agonist 1.3, TRHR ag -0.2, D2 antagonist 14.0, D1 potentiator -4.9 and D2 PAM -12.5.
`O=C(Nc1cccc(N2CCCC2)c1)c1cccs1` gave RXFP1 antagonist -13.3, D1 antag 11.8, TRHR enhancer 1.1, D1 ag -0.5, D2 agonist -0.7, TRHR ag -0.5, D2 antagonist -8.1, D1 potentiator 0.7 and D2 PAM -8.4.
`CC(C)(O)C#Cc1ccc(C(=O)N2CCC(CCC(=O)NC3CC3)CC2)cc1` gave RXFP1 antagonist 6.8, D1 antag -9.1, TRHR enhancer 2.6, D1 ag 0.7, D2 agonist -0.3, TRHR ag 0.6, D2 antagonist 14.7, D1 potentiator 0.3 and D2 PAM 1.2.
For CC1CC(C)CN(CCCNC(=O)c2ccc3nc(N4CCOCC4)sc3c2)C1 (configuration not stated) the results were D1 antag -13.4, TRHR enhancer -1.5, D1 ag 1.7, D2 agonist -0.3, TRHR ag 0.1, D2 antagonist -10.9, D1 potentiator 0.2 and D2 PAM 4.3.
For Cc1cccc(Oc2coc3cc(OCC(=O)NC4CCCCC4)ccc3c2=O)c1 the results were RXFP1 antagonist -11.9, D1 antag -7.7, TRHR enhancer -10.8, D1 ag 8.9, D2 agonist -0.1, TRHR ag 0.0, D1 potentiator -3.2 and D2 PAM -24.6.
Cn1c(C(C#N)C2=C(Cl)C(=O)N(c3ccccc3)C2=O)nc2ccccc21 (configuration not stated) was read as D1 antag 2.3, TRHR enhancer -12.7, D1 ag 12.5, D2 agonist 0.0, TRHR ag 8.1, D2 antagonist 5.8, D1 potentiator 1.8 and D2 PAM 6.9.
`Cc1ccc(NC(=O)C(=O)NCCCN2CC(C(=O)O)CC2=O)cc1` (configuration not stated) gave RXFP1 antagonist 11.0, D1 antag -0.8, TRHR enhancer -0.4, D1 ag 2.8, D2 agonist 0.9, TRHR ag 1.6, D2 antagonist 4.9, D1 potentiator 1.9 and D2 PAM 2.1.
For CC(C)Cc1nnc(NC(=O)c2ccc3c(=O)n4c(nc3c2)CCC4)s1 the results were RXFP1 antagonist -0.2, D1 antag -3.0, TRHR enhancer 4.9, D1 ag 0.0, TRHR ag -0.1 and D1 potentiator -1.3.
For CN(C(=O)c1cccc(C(F)(F)F)c1)C1CCCc2ccccc21 (configuration not stated) the results were RXFP1 antagonist 4.0, D1 antag 1.0, TRHR enhancer -4.6, D1 ag 3.4, D2 agonist -1.7, TRHR ag -1.3, D2 antagonist 0.9, D1 potentiator -5.9 and D2 PAM -4.1.
Screening Cc1ccc(CNCCCSc2nc(C)cc(C)n2)cc1 returned RXFP1 antagonist -6.3, D1 antag -10.4, TRHR enhancer -0.4, D1 ag 8.8, D2 agonist 0.0, TRHR ag 0.4, D2 antagonist 63.4*, D1 potentiator -7.2 and D2 PAM -13.7.
Cc1ccc(NC(=O)CN(C)C(=S)NC2CC2)cc1 was read as RXFP1 antagonist 1.2, D1 antag 9.1, TRHR enhancer 2.0, D1 ag 2.6, D2 agonist 3.6, TRHR ag -0.1, D2 antagonist -5.5, D1 potentiator 1.9 and D2 PAM 3.8.
For CCn1c(SCc2ccc([N+](=O)[O-])cc2)nnc1C(C)NC(=O)c1ccc(C)cc1 (configuration not stated) the results were RXFP1 antagonist 5.2, D1 antag -15.9, TRHR enhancer -8.4, D1 ag 0.7, D2 agonist -0.5, TRHR ag -0.8, D2 antagonist -5.5, D1 potentiator 4.3 and D2 PAM -5.2.
Cc1ccc(CNC(=O)/C=C/c2ccccc2Cl)cc1 was read as RXFP1 antagonist -16.2, D1 antag -12.1, TRHR enhancer 3.4, D1 ag 6.7, D2 agonist 2.1, TRHR ag 1.7, D2 antagonist -19.7, D1 potentiator -3.2 and D2 PAM -22.6.
`O=C(CCCn1c(SCC(=O)c2ccc(Cl)cc2)nc2ccccc2c1=O)NCc1ccco1` gave RXFP1 antagonist -3.7, D1 antag 11.8, TRHR enhancer -2.0, D1 ag 4.5, D2 agonist 1.0, TRHR ag 0.5, D2 antagonist 9.8, D1 potentiator 10.7 and D2 PAM -8.1.
Screening CCc1cccc(NC(=O)Cn2c3[n+](c4ccc(C(F)(F)F)cc42)CCCCC3)c1 returned RXFP1 antagonist 2.0, D1 antag 0.4, TRHR enhancer -0.1, D1 ag 12.5, D2 agonist -0.3, TRHR ag 0.3, D2 antagonist -21.3, D1 potentiator -4.0 and D2 PAM -22.1.
Screening CC(C)c1nc(CNC(=O)CC2C(=O)NCCN2Cc2ccc(F)cc2Cl)cs1 (configuration not stated) returned RXFP1 antagonist 3.5, D1 antag 10.8, TRHR enhancer 2.5, D1 ag 0.6, D2 agonist 0.4, TRHR ag 0.0, D2 antagonist -10.4, D1 potentiator 5.8 and D2 PAM 10.9.
O=C(CSc1nnc(Cc2cccs2)n1Cc1ccco1)Nc1cc(Cl)cc(Cl)c1 was read as RXFP1 antagonist 16.5, D1 antag -2.1, TRHR enhancer -1.1, D1 ag 8.0, D2 agonist 0.0, TRHR ag 0.6, D2 antagonist 5.3, D1 potentiator 7.8 and D2 PAM -10.6.
For COc1cccc(Cn2c(=O)c3ccccc3n3nc(C)cc23)c1 the results were RXFP1 antagonist 10.5, D1 antag -5.2, TRHR enhancer 13.1, D1 ag 0.6, D2 agonist 0.5, TRHR ag 1.1, D2 antagonist 4.5, D1 potentiator 1.5 and D2 PAM 3.9.
Screening COc1cc(Br)c(C(C)NC(=O)c2ccccc2)cc1OC (configuration not stated) returned RXFP1 antagonist 1.8, D1 antag 2.0, TRHR enhancer -0.2, D1 ag 4.1, D2 agonist 0.3, TRHR ag -0.3, D2 antagonist 13.8, D1 potentiator -1.3 and D2 PAM -3.4.
For CCc1ccc(NC(=O)C(C)n2nnc3sc(-c4ccccc4)cc3c2=O)cc1 (configuration not stated) the results were RXFP1 antagonist -1.8, D1 antag -7.3, TRHR enhancer 4.3, D1 ag -0.2, D2 agonist 0.6, TRHR ag 0.8, D1 potentiator 4.5 and D2 PAM 0.8.

Three entries drawn at random from those above, as already listed:
`O=C(Nc1cccc(N2CCCC2)c1)c1cccs1` gave RXFP1 antagonist -13.3, D1 antag 11.8, TRHR enhancer 1.1, D1 ag -0.5, D2 agonist -0.7, TRHR ag -0.5, D2 antagonist -8.1, D1 potentiator 0.7 and D2 PAM -8.4.
CCOC(=O)c1sc(NC(=O)CSc2nc(-c3ccco3)cc(C(F)(F)F)n2)c(C(=O)OC)c1C was read as RXFP1 antagonist -16.9, D1 antag -19.1, TRHR enhancer -0.5, D1 ag 0.2, D2 agonist 0.0, TRHR ag 0.0, D2 antagonist -10.4, D1 potentiator -0.3 and D2 PAM -1.0.
Screening CC(C)c1nc(CNC(=O)CC2C(=O)NCCN2Cc2ccc(F)cc2Cl)cs1 (configuration not stated) returned RXFP1 antagonist 3.5, D1 antag 10.8, TRHR enhancer 2.5, D1 ag 0.6, D2 agonist 0.4, TRHR ag 0.0, D2 antagonist -10.4, D1 potentiator 5.8 and D2 PAM 10.9.

(cont.)
COc1ccc(CNC(=O)C2CCN(S(=O)(=O)c3ccc4c(c3)C(C)(C)C(=O)N4C)CC2)cc1 was read as D1 antag 2.4, TRHR enhancer -2.6, D1 ag 1.2, D2 agonist 0.3, TRHR ag -0.3, D2 antagonist 9.4, D1 potentiator -1.2 and D2 PAM 5.3.
CC(=O)c1ccc(OCCCC(=O)Nc2cccc(S(=O)(=O)N(C)C)c2)cc1 was read as RXFP1 antagonist 3.7, D1 antag -15.0, TRHR enhancer 0.8, D1 ag 12.1, D2 agonist -0.7, TRHR ag 0.3, D2 antagonist -14.0, D1 potentiator -4.0 and D2 PAM 13.8.
CCCc1nnc(NC(=O)c2cc3ccccc3oc2=O)s1 was read as RXFP1 antagonist -24.4, D1 antag -10.9, TRHR enhancer -0.5, D1 ag -0.6, D2 agonist -0.1, TRHR ag -0.1, D2 antagonist 23.7, D1 potentiator 1.0 and D2 PAM 2.2.
O=C(Nc1cccc(-c2cn3cccnc3n2)c1)c1ccc(Br)o1 was read as RXFP1 antagonist 8.7, D1 antag 3.1, TRHR enhancer -3.5, D1 ag -0.5, D2 agonist 0.2, TRHR ag -0.3, D2 antagonist 4.3, D1 potentiator -6.2 and D2 PAM -7.2.
O=C1Nc2ccccc2CCC1Sc1nnc(-c2ccc(Cl)cc2)s1 (configuration not stated) was read as RXFP1 antagonist -5.5, D1 antag -0.3, TRHR enhancer 2.0, D1 ag 12.3, D2 agonist 0.2, TRHR ag 0.6, D2 antagonist -21.5, D1 potentiator -2.9 and D2 PAM 22.9.
Screening CC(CN1CCN(C)CC1)OC(=O)c1cccc(F)c1 (configuration not stated) returned RXFP1 antagonist -0.5, D1 antag 4.5, TRHR enhancer 0.8, D1 ag 0.6, D2 agonist 0.2, TRHR ag 0.5, D2 antagonist 4.2, D1 potentiator -4.0 and D2 PAM -10.4.

Compound activity (PubChem BioAssay)
